SKKanGAS inh: blocks kanamycin growth of S. pyogenes SKKanGAS strain; BacTiter-Glo, 6 h; hit rate 1.3% among 300,000; inhibition, % at 7.5 µM;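 active = mean replicate score, as percent of positive control median, at least 50; inconclusive = mean below 50 but one replicate at or above 50; inactive = mean and every replicate below 50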;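 also: strain carries kanamycin resistance gene driven by streptokinase promoter and grows in 40 µg/ml kanamycin; loss of luminescence reflects streptokinase promoter inhibition or plain growth inhibition; 0% = median of DMSO wells and 100% = positive control at its reference dose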
MrgX1 antag: blocks BAM8-22 activation of human MrgX1 receptor | Q96LB2 | AID 588676 | B-score at 10 µM | hit rate 1.3% among 310,000 | MRGX1-HEK293 calcium flux, Fluo-4, BAM8-22 antagonism; active compounds read low;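 active = calcium-response B-score plate-corrected more than 3 library SD below zero, starting fluorescence within 5 deviations, no agonist response on first addition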;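 also: peak minus trough fluorescence over baseline after final BAM8-22 challenge near maximal dose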
TRPC6 activator: activators of mouse TRPC6 channel; HEK293-TRPC6 membrane potential dye fluorescence; active compounds read high; hit rate 0.13% among 310,000; B-score at 10 µM;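 active = B-score of the integrated fluorescence ratio above library mean plus 3 SD, and starting fluorescence ratio within library mean plus 5 SD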;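 also: higher score means more depolarization so channel activation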
RGS4 pot: RGS4 potentiation or activation. HEK293 M3R/inducible RGS4, carbachol calcium flux Fluo4; active compounds read low. B-score at 10 µM. hit rate 0.92% among 310,000. AID 463111;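 active = B-score of the integrated calcium signal more than 4 SD below the library mean, with starting fluorescence not abnormally high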;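 also: negative B-score means reduced calcium response which marks RGS4 activation or potentiation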
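System – HEK293 FlpIn-TREx cells, stable M3R, doxycycline-inducible RGS4 · Reagent – ECmax carbachol challenge · Times – compound preincubation 20 min at room temperature before agonist · Technique – Fluo4 fluorescence kinetic imaging of calcium · Measure – B score of integrated Fluo4 ratio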
Platelet DG rel: platelet dense granule release activity; human platelet-rich plasma, SFLLRN dense granule ATP release, luminescence; inhibition, %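 (compounds screened at 7.5 µM in platelet-rich plasma)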; hit rate 0.22% among 300,000; AID 1663;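 active = mean replicate score, as percent of positive control, at or above 50; inconclusive = mean below 50 but at least one replicate at or above 50; inactive = mean and every replicate below 50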
MrgX1 allo act: allosterically activates human MrgX1 receptor signaling | MrgX1-HEK293, Fluo-4 calcium flux, FDSS; active compounds read high | hit rate 0.63% among 310,000 | B-score at 10 µM | AID 588675;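 active = plate-corrected calcium response at least 3 library SD above typical, normal starting fluorescence, not activating the receptor alone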;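 also: compound read alongside a low EC10 to EC30 dose of BAM8-22 agonist; peak minus trough fluorescence over baseline measured at the second addition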
TRPC6 inhibitor: blocks the mouse TRPC6 cation channel. hit rate 1.1% among 310,000. HEK293-TRPC6, membrane potential dye, ACh-evoked depolarization; active compounds read low. B-score at 10 µM. AID 2553. Q61143;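 active = B-score under library mean minus 3 SD, initial fluorescence not abnormally high, positive integrated signal ratio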;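 also: B-score derived from integrated fluorescence ratio over the kinetic read; more negative B-score means stronger inhibition of depolarization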
MrgX1 agonist: activates human MrgX1 receptor signaling. B-score at 10 µM. hit rate 0.44% among 310,000. Q96LB2. MrgX1-HEK293 cells, Fluo-4 calcium fluorescence, agonist mode; active compounds read high;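 active = calcium response B-score plate-corrected fluorescence ratio at least 3 library SD, with starting fluorescence B-score inside 5 SD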
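System: HEK293 cells stably expressing human MrgX1 receptor; Dosing: test compound in the initial addition of three; Schedule: overnight plating, then 30 min 37 °C plus 30 min room-temperature dye loading; Detection: kinetic calcium dye fluorescence, Fluo-4 NW; Controls: per-plate positive and negative controls for Z′ factor.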
HIF act: HIF pathway transcriptional activation; U2OS HRE-luciferase reporter, luminescence; normalized: DMSO 0%, desferrioxamine 100%; activation, % at 7.5 µM (by protocol); hit rate 0.32% among 300,000; AID 1910;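 active = mean activation of at least 10% of the iron chelator positive control signal, with at least half of replicates also reaching 10%; inconclusive = mean and replicate majority disagree about reaching 10%; inactive = mean and most replicates under 10%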
RGS4 inh: human RGS4 inhibition. B-score at 10 µM. hit rate 0.45% among 310,000. P49798. HEK293 M3R/RGS4 inducible, Fluo-4 calcium flux; active compounds read high; triggered by carbachol at its EC20;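 active = B-score, a plate-corrected calcium signal, over three deviations above library mean, with baseline fluorescence within five deviations of library mean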;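 also: RGS4 expression induced by doxycycline in cells with stable M3 receptor; B-score is computed from the integrated fluorescence ratio over baseline after carbachol; higher B-score means a larger calcium signal and so more RGS4 inhibition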
TRPC4 block: TRPC4 (mouse) channel inhibition; Q9QUQ5; HEK293 TRPC4beta/mu-opioid, DAMGO-evoked Fluo4 calcium flux; active compounds read low; B-score at 10 µM; hit rate 0.39% among 300,000;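 active = B-score over 3 SD under the library average, no early fluorescence shift, positive overall ratio signal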
Target sequence (Q9QUQ5 whole entry, looked up): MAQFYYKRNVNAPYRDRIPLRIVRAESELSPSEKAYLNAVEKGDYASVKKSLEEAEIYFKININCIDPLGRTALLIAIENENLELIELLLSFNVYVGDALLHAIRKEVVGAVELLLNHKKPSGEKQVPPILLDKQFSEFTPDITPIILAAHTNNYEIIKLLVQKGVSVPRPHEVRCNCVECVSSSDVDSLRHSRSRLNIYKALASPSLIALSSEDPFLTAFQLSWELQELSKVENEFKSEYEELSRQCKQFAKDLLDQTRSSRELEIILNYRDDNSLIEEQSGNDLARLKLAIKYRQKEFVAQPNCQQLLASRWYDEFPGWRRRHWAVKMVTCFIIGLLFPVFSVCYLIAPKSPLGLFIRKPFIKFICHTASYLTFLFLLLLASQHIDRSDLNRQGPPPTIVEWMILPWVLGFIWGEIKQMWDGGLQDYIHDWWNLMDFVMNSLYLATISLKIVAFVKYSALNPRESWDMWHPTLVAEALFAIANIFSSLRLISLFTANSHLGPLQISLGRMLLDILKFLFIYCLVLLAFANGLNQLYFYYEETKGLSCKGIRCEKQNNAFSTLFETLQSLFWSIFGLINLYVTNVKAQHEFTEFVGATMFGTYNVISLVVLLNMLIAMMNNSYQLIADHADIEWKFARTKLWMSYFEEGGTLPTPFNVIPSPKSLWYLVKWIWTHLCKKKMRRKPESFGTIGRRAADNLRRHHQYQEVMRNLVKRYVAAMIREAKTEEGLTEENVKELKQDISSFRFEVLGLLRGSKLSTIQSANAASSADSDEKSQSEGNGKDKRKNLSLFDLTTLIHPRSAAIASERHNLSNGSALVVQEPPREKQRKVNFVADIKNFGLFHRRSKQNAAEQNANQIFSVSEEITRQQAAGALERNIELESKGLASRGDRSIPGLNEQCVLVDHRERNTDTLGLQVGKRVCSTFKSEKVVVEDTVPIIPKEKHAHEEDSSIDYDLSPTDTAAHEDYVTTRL
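Assay system: HEK293 cells with stable TRPC4beta plus mu-opioid receptor expression. Dosing: single dose. Measured by: Fluo4 Ca2+ flux fluorescence. Also added: DAMGO in two steps, submaximal then maximal. Read-out: B score from integrated Fluo4 fluorescence ratio.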
Numbers without * were called inactive; i = inactive; u = inconclusive; x = not tested or not shown.

Sample of the layout:
SMILES	SKKanGAS inh	MrgX1 antag	TRPC6 activator	RGS4 pot	Platelet DG rel	MrgX1 allo act	TRPC6 inhibitor	MrgX1 agonist	HIF act	RGS4 inh	TRPC4 block
C=CCn1c(SCc2nc(N)nc(N(C)C)n2)nnc1-c1cccnc1	1.4	i	i	i	9.8	i	i	i	-0.3	i	i
Cn1c(=O)c2sccc2n(CC(=O)NCCC2=CCCCC2)c1=O	4.6	i	i	i	-12.2	i	i	i	0.8	i	i

This part in full (from the top)
SMILES	SKKanGAS inh	MrgX1 antag	TRPC6 activator	RGS4 pot	Platelet DG rel	MrgX1 allo act	TRPC6 inhibitor	MrgX1 agonist	HIF act	RGS4 inh	TRPC4 block
C=CCn1c(SCc2nc(N)nc(N(C)C)n2)nnc1-c1cccnc1	1.4	i	i	i	9.8	i	i	i	-0.3	i	i
Cn1c(=O)c2sccc2n(CC(=O)NCCC2=CCCCC2)c1=O	4.6	i	i	i	-12.2	i	i	i	0.8	i	i
O=S(=O)(/C=C/c1ccccc1)Nc1ccc(F)cc1	0.0	i	i	i	0.0	i	i	i	-0.3	i	x
CCOC(=O)C1CN(S(=O)(=O)c2ccc(Cl)cc2)c2cc(S(=O)(=O)CC)ccc2O1 (centres undefined)	-11.4	i	i	i	-4.0	i	i	i	0.3	i	i
COc1cc(-c2noc(C)c2/C=C/c2ccc(N)cc2)cc(OC)c1OC	6.7	i	i	i	-0.8	i	i	i	3.4	i	x
COc1ccccc1-c1c(C(F)(F)F)oc2cc(OCC(=O)Nc3ccccc3C(F)(F)F)ccc2c1=O	-1.8	i	i	i	3.3	i	i	i	0.3	i	i
CC(=O)Nc1cc2cc(NS(=O)(=O)c3ccc(Cl)cc3)ccc2oc1=O	-2.6	i	i	i	4.1	i	i	i	0.7	i	i
O=S(=O)(c1ccc(OC(F)(F)F)cc1)N1CCCC(c2ccccc2)C1 (centres undefined)	15.1	i	i	i	x	i	i	i	0.2	i	i
CCOC(=O)C1CCCN(C(=O)CN2C(=O)c3ccccc3C2=O)C1 (centres undefined)	-1.8	i	i	i	-0.1	i	i	i	0.1	i	i
CCc1cc2c(SCC(=O)c3cccs3)ncnc2s1	26.9	i	i	i	-0.6	i	i	i	4.1	i	i
O=C(O)c1ccccc1S(=O)(=O)c1ccccc1CO	1.6	i	i	i	-6.7	i	i	i	0.5	i	i
CCOC(=O)c1cc2c(ccn2-c2ccc(F)cc2)n1CC(=O)NC(C)(C)C	5.4	i	i	i	-4.2	i	i	i	0.2	i	x
COc1ccc(CCNC(=O)CSc2ccc(-c3ccccc3)nn2)cc1OC	-2.8	i	i	i	-2.5	i	i	i	x	i	i
COc1ccc(CCNC(=O)C(=O)NCC2CCCO2)cc1OC (centres undefined)	2.2	i	i	i	-8.0	i	i	i	0.0	i	i
CCCCCC(=O)Nc1cccc(C2=NOC3(C2)C[C@H](C(N)=O)N(C(=O)CC)C3)c1 (some centres undefined)	-3.4	i	i	i	5.1	i	i	i	0.2	i	i
CSc1nc2nc3c(cc2c(=O)n1-c1cccc(C)c1)COC(C)(C)C3	1.7	i	i	i	11.8	i	i	i	0.5	i	i
O=C(O)CCc1nnc(SCC(=O)Nc2ccc(Cl)c(C(F)(F)F)c2)[nH]c1=O	-6.3	i	i	i	0.4	i	i	i	-0.5	i	i
CCOC(=O)C1CCN(C(=O)c2ccccc2NS(=O)(=O)c2ccccc2)CC1	0.1	i	i	i	-2.5	i	i	i	-0.2	i	i
Cc1cc(C(=O)CSc2nnc(-c3cccs3)o2)c(C)n1-c1ccccc1	16.6	i	i	i	11.6	i	i	i	-1.4	i	i
COc1ccc(NC(=O)CN2C(=O)NC(c3ccccc3)(c3ccccc3)C2=O)cc1	3.8	i	i	i	12.3	i	i	i	-0.2	i	i
O=C(NNC(=O)c1cccc2ccccc12)c1ccc(-c2ccccc2)cc1	5.1	i	i	i	7.7	i	i	i	-0.2	i	i
COCCn1c(COC)nc2ccccc21	-1.6	i	i	i	11.3	i	i	i	-0.2	i	i
CCOc1ccc(N2C(=O)S/C(=C\c3cccn3C)C2=O)cc1	-5.4	i	i	i	u	i	i	i	-0.1	i	i
CCc1nc(Nc2cccc(F)c2)c2oc3ccccc3c2n1	3.1	i	i	i	2.0	i	i	i	0.6	i	i
COC(=O)c1ccccc1SCc1csc(C)n1	-1.4	i	i	i	2.9	i	i	i	1.7	i	i
Cc1ccc(CNCC(O)(c2ccccc2)c2ccccc2)cc1	2.0	i	i	i	4.7	i	i	i	0.6	i	i
O=S(=O)(Nc1ccc(Nc2ccccc2)cc1)c1ccc(F)cc1	-4.7	i	i	i	3.4	i	i	i	-0.2	i	i
O=C(O)CC1(CC(=O)Nc2ccccc2N2CCOCC2)CCCC1	0.8	i	i	i	10.6	i	i	i	-0.3	i	i
O=C(Nc1ccccc1N1CCOCC1)c1cccc2c(Br)cccc12	8.3	i	i	i	5.4	i	i	i	0.2	i	i
COc1ccc(S(=O)(=O)N2CCCCCC2)cc1N(C)S(=O)(=O)c1ccc(Cl)cc1	7.2	i	i	i	-3.1	i	i	i	-0.2	i	i
CC(C)Cc1nc2sc3c(=O)n(N)cnc3c2c2c1COC(C)(C)C2	-3.2	i	i	i	-1.1	i	i	i	-0.4	i	i
O=C(O)c1ccccc1C(=O)Nc1ccc(Oc2ccc3ccccc3c2)cc1	4.0	i	i	i	-0.4	i	i	i	-0.1	i	i
Nc1nc(NCCOCCO)nc(NC2CCCCC2)c1[N+](=O)[O-]	-5.1	i	i	i	-3.0	i	i	i	0.4	i	i
Cc1nn2cnnc2c(C)c1Cc1c(F)cccc1Cl	6.5	i	i	i	-2.5	i	i	i	-0.3	i	i
CN(Cc1cccnc1)C(=O)c1cc(COc2ccc3ncccc3c2)on1	-9.8	i	i	i	-0.1	i	i	i	39.7*	i	i
COC(=O)CSc1nc(SCc2ccc(C)cc2)nc2c1CCCC2	3.9	i	i	i	-2.2	i	i	i	-0.7	i	i
O=C(O)CCNS(=O)(=O)c1ccc2c(c1)OCCCO2	-0.3	i	i	i	-3.4	i	i	i	-0.1	i	i
O=C(COCC(=O)N1CCOCC1)N1CCOCC1	4.3	i	i	i	-0.6	i	i	i	-0.3	i	i
COc1ccc(-n2c(SC3CCOC3=O)nc3ccccc32)cc1 (centres undefined)	-3.3	i	i	i	-8.6	i	i	i	0.0	i	i
Cc1cc(C)c(S(=O)(=O)NCC(=O)NCc2cc(=O)n(C)c(=O)n2C)c(C)c1	-3.9	i	i	i	-5.3	i	i	i	-0.2	i	i
Cc1cc(OCC(=O)N2CCC[C@@H]2C(=O)O)c2c(C)c(C)c(=O)oc2c1	2.4	i	i	i	2.8	i	i	i	0.1	i	i
CCOC(=O)NC1(NCC(C)C)Oc2ccccc2O1	3.1	i	i	i	2.9	i	i	i	-1.0	i	i
CC(C)c1ccc(NC(=O)C2CC(=O)N=C(N)S2)cc1 (centres undefined)	-1.3	i	i	i	2.0	i	i	i	3.2	i	i
Cc1c(CCOC(=O)c2ccccc2)sc[n+]1CC(=O)c1ccc(Br)cc1	1.4	i	i	-7.86*	-15.6	i	i	i	0.3	i	i
COc1ccc2c(c1)Cc1sc(NC(C)=O)nc1-2	3.6	i	i	i	6.3	i	i	i	2.4	i	i
CC(NC(=O)c1cc(=O)[nH]c2ccccc12)c1ccccc1 (centres undefined)	-5.8	i	i	i	4.0	i	i	i	-0.5	i	i
O=C(Nc1cccnc1)/C(N=Nc1cccnc1)=C(\O)c1ccccc1	-9.2	i	i	i	-28.1	i	i	i	-0.1	i	i
Cc1cc(NC(=O)CCC(=O)N(c2ccc(F)cc2)C(C(=O)NC2CCCC2)c2ccc(C)o2)no1 (centres undefined)	-13.0	i	i	i	-6.1	i	i	i	0.2	i	i
O=C(COc1ccc([N+](=O)[O-])cc1)Nc1cc(S(=O)(=O)N2CCCCC2)ccc1N1CCCCC1	-1.8	i	i	i	-4.9	i	i	i	-0.1	i	i
O=C(Nc1cc2c(cc1C(=O)O)OCCCO2)c1ccc(C(F)(F)F)cc1	8.9	i	i	i	-15.7	i	i	i	1.6	i	i
Cc1ccc(-c2nnn(CC(=O)NCC3COCCO3)n2)o1 (centres undefined)	5.6	i	i	i	19.1	i	i	i	0.1	i	i
Cc1cc(C)c2[nH]c(C(=O)Nc3ccc(F)cc3Br)cc2c1	5.7	i	i	i	0.2	i	i	i	1.9	i	i
O=C(c1ccc(S(=O)(=O)Cc2ccccc2Cl)c([N+](=O)[O-])c1)N1CCOCC1	-0.2	i	i	i	-30.3	i	i	i	-0.2	i	i
CC(C)c1ccc(CCNC(=O)CCNC(=O)c2ccc(Br)cc2)cc1	-2.9	i	i	i	3.7	i	i	i	-0.2	i	i
CCOC(=O)C1CCN(C(=S)Nc2ccccc2)CC1	-5.7	i	i	i	0.8	i	i	i	0.0	i	i
CC1(C)C2CCC1(CS(=O)(=O)NC1CCCC1)C(=O)C2 (centres undefined)	-1.1	i	i	i	0.7	i	i	i	-0.5	i	i
CCOc1ccc(OCCOc2cccc(C(F)(F)F)c2)cc1	-3.1	i	i	i	1.3	i	i	i	-0.3	i	i
O=C(NN=C1C2CC3CC(C2)CC1C3)c1cccc(S(=O)(=O)N2CCOCC2)c1	4.3	i	i	i	6.5	i	i	i	-0.2	i	i
CC(C)CN1C(=O)c2ccc(NC(=O)Cc3ccccc3)cc2C1=O	2.9	i	i	i	-2.6	i	i	i	0.1	i	i
NS(=O)(=O)c1ccc(CCNC(=S)NC2CCCCC2)cc1	1.5	i	i	i	-2.9	i	i	i	-0.2	i	i
CCCCCc1nnc(NC(=O)NS(=O)(=O)c2ccc(C)cc2)s1	-2.5	i	i	i	-0.9	i	i	i	-0.6	i	i
CCCNc1nc2c(c(=O)[nH]c(=O)n2C)n1CCc1ccccc1	-2.9	i	i	i	-6.0	i	i	i	-0.3	i	i
O=[N+]([O-])c1ccccc1OCCN1CCCC1	1.9	i	i	i	-1.7	i	i	i	-0.2	i	i
